NCI-60 one-dose screen, 48 h, at 10 µM unless noted. Numbers give growth in % (100 = growth as untreated, 0 = no growth, -100 = all killed).
COLO 205: COLO 205 colon cancer; 79,000 compounds, 7.3% hits; AID 1794742
SW-620: SW-620 colon cancer | AID 1794795 | 82,000 compounds, 5.2% hits
NCI-H522: NCI-H522 lung cancer. 78,000 compounds, 8% hits. AID 1794739
HT29: HT29 colon cancer; 81,000 compounds, 7.4% hits; AID 1794748
HCT-15: HCT-15 colon cancer; 82,000 compounds, 5.2% hits
NCI-H23: NCI-H23 lung cancer. 80,000 compounds, 4% hits
NCI-H460: NCI-H460 lung cancer. 82,000 compounds, 6.8% hits
NCI-H226: NCI-H226 lung cancer | 79,000 compounds, 3.5% hits
NCI-H322M: NCI-H322M lung cancer; AID 1794733; 80,000 compounds, 2.7% hits
An asterisk follows results filed as active; . = not tested or not shown; & = joins results of further samples; [ ] = remark or other dose. Rule for the calls: active = growth percent below 10; inactive = the rest.

Start of the data: the first 17 compounds, ahead of the listing:
SMILES	COLO 205	SW-620	NCI-H522	HT29	HCT-15	NCI-H23	NCI-H460	NCI-H226	NCI-H322M
Cc1ccc2nc(SCn3nnc4ccccc4c3=O)[nH]c2c1	76	91	90	102	125	100	100	110	135
N#Cc1c(-c2ccccc2)cc(-c2ccccc2)[nH]c1=O	113&117	103&97	94&90	118&110	99&99	99&99	105&102	101&96	97&99
O=[N+]([O-])c1ccc(-c2cc(-c3ccc(Nc4nc(Nc5ccc(Cl)cc5)nc(Nc5ccc(Cl)cc5)n4)cc3)no2)cc1	95	97	81	16	90	84	96	109	88
CCN(CC)C(=O)Cc1ccccn1	107	97	90	109	101	98	104	92	110
N#Cc1c(N)nc2c(nnn2-c2cccc(Cl)c2)c1N	111	99	72	88	100	91	90	102	94
CN(C)c1ccc(/C=C/C(=O)c2ccc(-n3cc(CN4CCN(c5cc6c(cc5F)c(=O)c(C(=O)O)cn6C5CC5)CC4)nn3)cc2)cc1	105	43	49	28	63	80	32	82	77
CC(=O)c1nn(-c2ccc(Cl)cc2)cc1C(=O)c1cc2c(ccc3ccccc32)oc1=O	115	102	91	102	109	90	100	84	95
CCN(CC)CCCOc1ccc2ncnc(Nc3ccc(Oc4cccc(C(F)(F)F)c4)c(Cl)c3)c2c1	-37*	-87*	-2.5*	-45*	-34*	15	-88*	73	16
CN1C(=O)CSc2ccc3nsnc3c21	104	106	98	107	100	99	108	100	76
CN(C)c1ccc(C(=O)Oc2ccc([N+](=O)[O-])cc2)cc1	107	98	85	95	97	96	104	104	101
CCn1c(=S)[nH]c2c1c(=O)n(C)c(=O)n2C	118	103	97	103	110	114	107	110	106
CCN1C(=O)N(CC)C2C1NN=c1s/c(=C\c3cnc(C)n3C)c(=O)n12 (stereo unspecified)	14	9.4*	-14*	0.6*	28	38	4.4*	53	30
Cc1cccc(N2CCN(C(=S)c3ccc4c(c3)OCO4)CC2)c1	-36*	8.2*	-25*	6.4*	12	31	8.2*	57	33
Cn1c(I)c(C#C[Si](C)(C)C)c(=O)n(C(=O)c2ccccc2)c1=O	-7.6*	-83*	-66*	2.0*	6.5*	52	55	80	95
O=C(/C=C/c1ccccc1)C/C(=N/O)C(=O)NO	115	113	109	122	105	102	122	97	108
Cc1cc(-c2ccccc2)[s+]s1	106	94	75	107	104	107	95	92	108
Cl/C(=N\Nc1ccccc1)c1ccccc1	98	105	73	103	93	91	106	91	75

This part in full, from the start:
SMILES	COLO 205	SW-620	NCI-H522	HT29	HCT-15	NCI-H23	NCI-H460	NCI-H226	NCI-H322M
Cc1ccc2nc(SCn3nnc4ccccc4c3=O)[nH]c2c1	76	91	90	102	125	100	100	110	135
N#Cc1c(-c2ccccc2)cc(-c2ccccc2)[nH]c1=O	113&117	103&97	94&90	118&110	99&99	99&99	105&102	101&96	97&99
O=[N+]([O-])c1ccc(-c2cc(-c3ccc(Nc4nc(Nc5ccc(Cl)cc5)nc(Nc5ccc(Cl)cc5)n4)cc3)no2)cc1	95	97	81	16	90	84	96	109	88
CCN(CC)C(=O)Cc1ccccn1	107	97	90	109	101	98	104	92	110
N#Cc1c(N)nc2c(nnn2-c2cccc(Cl)c2)c1N	111	99	72	88	100	91	90	102	94
CN(C)c1ccc(/C=C/C(=O)c2ccc(-n3cc(CN4CCN(c5cc6c(cc5F)c(=O)c(C(=O)O)cn6C5CC5)CC4)nn3)cc2)cc1	105	43	49	28	63	80	32	82	77
CC(=O)c1nn(-c2ccc(Cl)cc2)cc1C(=O)c1cc2c(ccc3ccccc32)oc1=O	115	102	91	102	109	90	100	84	95
CCN(CC)CCCOc1ccc2ncnc(Nc3ccc(Oc4cccc(C(F)(F)F)c4)c(Cl)c3)c2c1	-37*	-87*	-2.5*	-45*	-34*	15	-88*	73	16
CN1C(=O)CSc2ccc3nsnc3c21	104	106	98	107	100	99	108	100	76
CN(C)c1ccc(C(=O)Oc2ccc([N+](=O)[O-])cc2)cc1	107	98	85	95	97	96	104	104	101
CCn1c(=S)[nH]c2c1c(=O)n(C)c(=O)n2C	118	103	97	103	110	114	107	110	106
CCN1C(=O)N(CC)C2C1NN=c1s/c(=C\c3cnc(C)n3C)c(=O)n12 (stereo unspecified)	14	9.4*	-14*	0.6*	28	38	4.4*	53	30
Cc1cccc(N2CCN(C(=S)c3ccc4c(c3)OCO4)CC2)c1	-36*	8.2*	-25*	6.4*	12	31	8.2*	57	33
Cn1c(I)c(C#C[Si](C)(C)C)c(=O)n(C(=O)c2ccccc2)c1=O	-7.6*	-83*	-66*	2.0*	6.5*	52	55	80	95
O=C(/C=C/c1ccccc1)C/C(=N/O)C(=O)NO	115	113	109	122	105	102	122	97	108
Cc1cc(-c2ccccc2)[s+]s1	106	94	75	107	104	107	95	92	108
Cl/C(=N\Nc1ccccc1)c1ccccc1	98	105	73	103	93	91	106	91	75
CCCCCCCCNc1ccccc1	103	103	99	101	104	105	114	101	118
NC(=S)N1CCCC1	106	105	80	101	103	105	105	104	91
CCCCCOC(=O)c1ccc(NC(=O)CN(CC)CC)cc1	.	91	56	63	94	99	102	82	93
COc1c(-c2c3sc(=O)[nH]c3nc3c2c(=O)[nH]n3C(C)C)cc2c(c1OC)OCO2	117	108	86	102	100	100	107	86	92
O=C1c2ccccc2C(=O)c2c(N=Nc3sc(=O)[nH]c3O)cccc21	104	93	97	105	101	99	104	101	93
CN(C)C(=O)N1CCc2ccc([N+](=O)[O-])cc21	113	103	99	106	101	103	106	98	103
O=C1NC(=O)C(c2ccc(Cl)cc2)=C1Nc1ccc(C(=O)Nc2ccc(Cl)cc2)cc1	75[3.75 µM]	89[3.75 µM]	21[3.75 µM]	52[3.75 µM]	54[3.75 µM]	63[3.75 µM]	72[3.75 µM]	88[3.75 µM]	64[3.75 µM]
CC(=O)n1cc(C2CC(=O)OC3=C2C(=O)CCC3)c2ccccc21 (stereo unspecified)	105	109	80	94	94	106	111	105	102
CC(=C1C(=O)NC(=S)NC1=O)c1cc2ccccc2o1	111	95	93	100	111	98	107	90	104
O=C1CC(c2ccccc2)Cc2nc3ccc(F)cc3cc21 (stereo unspecified)	114	94	98	109	102	95	101	89	89
CC(C)(O)CN(C(=O)c1ccc([N+](=O)[O-])cc1)C1CCCC1	121	109	103	107	96	100	110	103	.
Cn1c(=O)c2[nH]c(Cc3ccc4c(c3)OCO4)nc2n(C)c1=O	109	100	103	120	94	100	102	99	109
CCN(CC)C(=O)NS(=O)(=O)c1ccc(C)cc1	101&121	103&100	80&100	82&107	68&105	85&100	96&106	82&100	87&105
O=[N+]([O-])c1cccc(-c2nc3sccn3c2-c2ccnc(NCCCNS(=O)(=O)c3ccc(Cl)cc3)n2)c1	49	90	28	56	35	43	57	44	79
OC(CCCN1CCCCC1)(c1ccccc1)c1ccc(C(F)(F)F)cc1 (stereo unspecified)	87	100	87	78	104	102	111	105	92
NNc1ccc([N+](=O)[O-])c2[nH][nH]c(=O)c12	102	108	100	.	101	96	112	103	115
C=C(C)C(=O)Nc1ccc(NC(C)C)cc1	148	105	159	114	125	113	139	131	150
CCCCCCCCNC(C)C(O)c1ccc(SC(C)C)cc1 (stereo unspecified)	4.2*	-64*	12	-45*	15	74	-38*	96	88
CCN(CC)CCn1c(O)c(N=Nc2ccc(S(N)(=O)=O)cc2)c2cc(Cl)ccc21	124	89	82	98	77	94	90	101	114
O=C(Cn1c[n+](CC(=O)c2ccc([N+](=O)[O-])cc2)c2ccccc21)Nc1cccc2cccnc12	24	55	47	40	101	51	78	81	96
Cc1c(-c2ccccc2)n(O)[n+]([O-])c1-c1ccccc1	116	111	100	109	103	100	107	.	105
CCN(CC)CC(Cc1ccccc1)OC(=O)c1ccc([N+](=O)[O-])cc1 (stereo unspecified)	127	94	106	108	111	99	101	116	116
NS(=O)(=O)c1ccc(NCC(=O)Nc2ccc(-c3nc4ccccc4s3)cc2)cc1	99	64	-64*	74	47	75	93	84	88
COc1ccc(C=O)cc1S(=O)(=O)O	101	94	103	107	100	102	93	99	100
C=C(C=O)[C@@H]1CC[C@]2(C)[C@H](CC=C3[C@H]4[C@@H](C)[C@H](C)CC[C@]4(C(=O)OC)CC[C@]32C)[C@@]1(C)CCC#N	3.5*	0.1*	-1.6*	-37*	-55*	-6.8*	1.9*	-45*	33
O=C(O)c1ccc(-n2cc(CSc3nc4ccccc4c(=O)n3-c3ccccc3)nn2)cc1	94	96	91	109	97	100	108	109	96
O=C(Oc1ccc[nH]c1=O)c1ccccc1	120	107	91	98	94	103	106	105	95
CCNC(=O)Nc1ncccc1OCc1ccccc1	101	107	80	96	103	96	104	101	95
COc1ccc2c(c1)C(C)Cc1c(Cl)nc(-c3ccccc3)nc1N2C (stereo unspecified)	102	85	88	63	93	103	94	101	108
O=S(=O)(NCCCNc1nccc(-n2ccc3cccnc32)n1)c1ccc(Cl)cc1	105	110	92	103	96	96	102	95	92
CNC(=O)NCC1OC(n2cnc3c(NC(=O)Nc4ccccc4)ncnc32)C2OC(=O)CC12 (stereo unspecified)	110	106	106	110	92	90	114	99	101
CC(=O)Nc1ccc2c(O)cc(S(=O)(=O)O)cc2c1	109	102&107	92&99	105&116	110&102	92&119	108&103	96&93	110&117
COc1cc(Cl)cc(-c2nn(C(=O)NCCN3CCCC3)cc2-c2ccncc2)c1	90	103	.	42	90	96	103	73	136
CCOC(=O)c1c[nH]c2ccc(CC)cc2c1=O	100	97	105	96	107	103	101	114	112
Clc1ccc2c(c1)C(c1c[nH]c3ccccc13)(c1c[nH]c3ccccc13)CCO2	51	87	-63*	-46*	87	94	85	80	91
CCc1cccc2c3c(sc12)C(c1ccc(OC)cc1)c1c(nc(CC(=O)Nc2ccccc2)[nH]c1=O)O3 (stereo unspecified)	98	65	68	80	53	70	101	91	88
O=S(=O)(NCCCNc1cc(-c2c(-c3cccc(O)c3)nc3sccn23)ccn1)c1cccc(Cl)c1	46	48	44	50	28	49	47	62	86
O=S(=O)(O)c1ccc2c(N=Nc3ccccc3)c(O)ccc2c1	103	99	96	107	108	102	104	94	99
Clc1nnc2ccc(Oc3ccccc3-c3cccc(N4CCOCC4)c3)nn12	135	115	100	110	94	92	116	105	90
COc1cc(NCCN(CC(C)C)C2CCCC2)c2ncccc2c1	101	72	78	72	74	81	96	92	118
Nc1ccc(C(=O)O)cn1	155	92	114	115	109	101	116	89	107
Cc1ccc(CNc2ccc3nc(NC(=O)CN4CCCCC4)sc3c2)cc1	101	94	87	94	85	77	97	78	100
c1ccc(-c2cccc(-c3ccccn3)n2)nc1	4.3*	30	18	26	28	21	3.5*	4.7*	27
The list goes on.
SMILES	COLO 205	SW-620	NCI-H522	HT29	HCT-15	NCI-H23	NCI-H460	NCI-H226	NCI-H322M
[O-][n+]1onc(-c2ccc(F)cc2)c1Nc1ccccc1Br	103	104	76	105	92	91	98	52	98
Clc1ccc2n[nH]nc2c1	.	99	103	102	100	105	104	100	94
COc1ccc(Nc2nnc(-c3ccc4c(c3)OCO4)o2)cc1	97	55	54	93	61	91	97	.	89
N#Cc1c(-c2ccccc2)nc(SCc2nc3cc(Cl)c(Cl)cc3[nH]2)[nH]c1=O	103	111	84	97	112	96	112	102	91
COc1ccc(-c2nnc(/N=C3/C(=O)Nc4ccccc43)o2)cc1	106	99	99	113	88	94	100	101	96
C=CCOC(=O)C1=C(C)NC2=C(C(=O)CC(C)(C)C2)C1c1ccc(F)cc1 (stereo unspecified)	96	97	71	89	100	106	102	93	96
COC(=O)CNC(=O)c1c(C)[nH]c(/C=C/C(=O)c2ccc(C(F)(F)F)c(F)c2)c1C	105&116	107&106	99&85	111&100	99&99	101&99	107&101	97&99	98&104
O=C(O)CCc1cccc2ccccc12	115&107	110&95	91&90	108&94	108&102	92&105	99&104	99&92	93&95
CCNc1nnc(COc2ccc(CNC(=O)CCCC/C=C/C(C)C)cc2OC)o1	110	110	84	105	97	94	103	101	107
Cc1cc(C)n(-c2ccc(C(=O)Nc3sccc3C(N)=O)cc2)n1	119	119	69	103	86	119	95	98	77
CNc1ncnc2c1cnn2C	98	99	91	110	105	100	101	101	107
